Compound activity as filed in PubChem BioAssay.
HT1080 IDH1KD tx – kills HT-1080 cells with IDH1 knockdown | Potency, µM (titrated, usually from 46.1 µM), for inactives: top-dose activity, negative = toxicity, hits mostly cytotoxic | AID 686971 | HT-1080 IDH1 knockdown viability, ATP luminescence, 48 h | actives 2% (n = 360,000);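 note: potency is the fitted concentration of half-maximal effect; 0% = DMSO wells and -100% = cell-free medium wells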
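Using the IDH1-knockdown HT-1080 line run in the same batch and compound series as the NT line, viability after 48 h at 37 °C was determined by CellTiter-Glo luminescence and expressed as % activity.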
SW480 rereplic – DNA re-replication induction in SW480 cells; SW480 DNA re-replication, Hoechst DNA content imaging, 48 h; Potency, µM (highest dose often 46.1 µM), for the others: top-dose re-replication activation, usual class: activators; actives 1.8% (n = 340,000); AID 624297; note: potency is the fitted concentration of half-maximal effect; % of control where 0% means no effect; nearly all actives have a fitted effect of over 55% in size
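Cells (250 per well) received 23 nL compound or DMSO by pin tool and were kept 48 hr at 37 C, 5% CO2. Nuclei were then stained with Hoechst for 40 min and scanned for DNA content.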
DRD3 agonist – D3 dopamine receptor (human) agonism; P35462; D3R DiscoveRx beta-arrestin cells, luminescence, 90 min; max activation, %; actives 0.58% (n = 410,000); in the data active = max activation above about 30%; note: 0% is about no effect; mostly tested at two doses, the higher about 12 µM
Target sequence (P35462 whole entry, looked up): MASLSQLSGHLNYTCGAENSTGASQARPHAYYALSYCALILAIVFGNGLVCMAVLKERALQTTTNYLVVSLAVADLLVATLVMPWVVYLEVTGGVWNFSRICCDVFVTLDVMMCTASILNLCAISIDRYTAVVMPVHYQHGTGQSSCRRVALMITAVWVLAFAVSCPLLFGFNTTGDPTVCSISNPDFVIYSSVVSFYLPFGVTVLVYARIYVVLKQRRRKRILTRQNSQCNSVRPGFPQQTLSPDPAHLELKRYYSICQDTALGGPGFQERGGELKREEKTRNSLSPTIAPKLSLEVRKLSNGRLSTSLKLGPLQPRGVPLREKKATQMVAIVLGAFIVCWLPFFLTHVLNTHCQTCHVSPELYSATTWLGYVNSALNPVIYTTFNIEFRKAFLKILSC
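Agonist-mode cell screen: cells plated at 1500/well and incubated overnight at 37 °C, then exposed to library compounds for 90 min at 37 °C. Detection reagent was added for 30–60 min at room temperature, and luminescence was read.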
KB-V1 cytotox – kills drug-selected multidrug resistant KB-V1 cells; KB-V1 MDR cells viability, CellTiter-Glo, 72 h; Potency, µM (highest dose often 46.1 µM), for inactives: top-dose activity change, negative = cytotoxicity, usual class: cytotoxic; actives 3.4% (n = 400,000); note: potency is the fitted concentration of half-maximal effect; % is set by controls: 0 for no effect and ±100 for the full control effect; nearly all actives have a fitted effect of over 60% in size
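In this primary screen, KB-V1 cells overexpressing P-gp are incubated with library compounds (lowest to highest concentration) for 72 h at 37 degrees C before a luminescent ATP viability read.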
GLP-1R agonist – activates the human GLP-1 receptor; Potency, µM (titrated, usually from 45.6 µM), inactives show top-dose activation, most hits filed as activators; HEK293 GLP-1R CRE-luciferase, luminescence, 4-6 h; cells express a hypersensitive GLP-1R form; actives 0.007% (n = 380,000); AID 624172; note: potency is the fitted concentration of half-maximal effect; % of control where 0% means no effect
Target sequence (P43220 whole entry, looked up): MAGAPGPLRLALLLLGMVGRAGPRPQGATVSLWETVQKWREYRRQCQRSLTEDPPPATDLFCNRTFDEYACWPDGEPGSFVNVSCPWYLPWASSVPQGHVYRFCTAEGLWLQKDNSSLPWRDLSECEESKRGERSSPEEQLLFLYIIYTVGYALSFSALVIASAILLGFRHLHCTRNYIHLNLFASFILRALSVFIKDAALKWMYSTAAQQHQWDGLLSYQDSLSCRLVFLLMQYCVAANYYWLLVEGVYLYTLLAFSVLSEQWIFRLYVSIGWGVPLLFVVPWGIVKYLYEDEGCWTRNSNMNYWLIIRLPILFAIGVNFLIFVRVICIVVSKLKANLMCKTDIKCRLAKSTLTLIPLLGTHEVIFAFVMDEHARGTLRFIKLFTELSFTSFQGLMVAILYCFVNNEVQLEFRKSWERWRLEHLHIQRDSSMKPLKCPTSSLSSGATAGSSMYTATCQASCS
IL-1B inflam inh – inflammasome signaling inhibition, IL-1 beta readout; actives 4.7% (n = 360,000); THP-1 LPS/ATP IL-1B secretion, AlphaLISA, 16 h; active compounds read low; activity change, % at 57.5 µM; in the data active = activity change below about -50%; inconclusive = mostly about -30% to -49%; note: % is set by controls: 0 for no effect and ±100 for the full control effect
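THP-1 cells pretreated 1 hr with compounds (up to 57.5 uM final), then stimulated with LPS (250 ng/mL final) plus ATP (1.25 mM final); secreted IL-1B measured by AlphaLISA after 16 hr, decreased signal indicating inhibition.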
HT1080NT lethal – kills 2HG-producing HT-1080-NT fibrosarcoma cells; actives 1.6% (n = 360,000); Potency, µM (highest dose often 46.1 µM), inactives show at the top dose activity, negative = less viability, usual class: cytotoxic; HT-1080-NT fibrosarcoma viability, CellTiter-Glo ATP luminescence, 48 h;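 note: NT is the 2HG producing partner of a matched IDH1 knockdown line; potency is the fitted concentration of half-maximal effect; 0% = DMSO-treated cells and -100% = media-only wells without cells; nearly all actives have a fitted effect of over 55% in size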
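Read-out is CellTiter-Glo luminescence after 10 minutes at room temperature, following 48 hours' compound treatment of HT-1080-NT cells (750 cells/well, RPMI, 5% FBS, 37 degrees C).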
DRD3 antagonist – antagonists of human D3 dopamine receptor; D3R cells, DiscoveRx beta-arrestin luminescence, antagonist mode; active compounds read low; actives 2.5% (n = 360,000); max response, negative = inhibition, %; P35462; in the data active = max response below about -50%; inconclusive = no clear call, values can overlap the other calls; note: % is set by controls: 0 for no effect and ±100 for the full control effect; mostly tested at two doses, the higher about 12 µM
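Cells plated overnight at 1500 cells/well, then exposed to library compounds with dopamine controls for 90 minutes at 37 degrees C. DiscoveRx reagent added for 30–60 minutes at room temperature; luminescence read, quantitative HTS format.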
KB-3-1 cytotox – KB-3-1 parental cell cytotoxicity; KB-3-1 viability, CellTiter-Glo ATP luminescence, 72 h; Potency, µM (titrated, usually from 46.1 µM), for inactives: at the top dose activity change, negative = cytotoxic, usual class: cytotoxic; actives 1.4% (n = 400,000); AID 1347075; note: potency is the fitted concentration of half-maximal effect; % is set by controls: 0 for no effect and ±100 for the full control effect; nearly all actives have a fitted effect of over 60% in size
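Multi-concentration cytotoxicity screen in KB-3-1 cells grown in DMEM lacking phenol red with 10% FBS. After 72 h at 37 °C with compound, ATP-dependent luminescence was recorded.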
* hit, by the source's call; ? = inconclusive; . = no result given; & = joins results of further samples; [ ] = remark or other dose. Unless noted, calls come from the whole dose curve; as a rule, active = well fitted curve in the direction sought with a large enough effect; inconclusive = small, poorly fitted or top-dose-only effect, or another doubt; inactive = no such curve, though single readings can be large; an effect the other way counts as inactive or inconclusive.

Values run as follows: IL-1B inflam inh | DRD3 antagonist | KB-3-1 cytotox | KB-V1 cytotox | HT1080NT lethal | GLP-1R agonist | DRD3 agonist | SW480 rereplic | HT1080 IDH1KD tx
COc1ccc([C@H]2C[C@H](O)[C@@H](n3cc(-c4ccc(F)cc4)nn3)CN2C(=O)c2cccs2)cc1
  -6 | 5 | 0% | 2% | -6% | -1% | 71* | . | -2%
CCN(CC(=O)Nc1c(F)cccc1F)C(=O)c1ccc(N2CCCC2=O)cc1
  4 | 9 | 6% | 22% | 1% | 6% | 10 | -33%[inhibitor] | 0%
Cc1ccccc1NC(=O)c1c(C)nc(SCC(=O)OCc2ccccc2)c(C#N)c1-c1ccc(F)cc1
  6 | 1 | -6% | -24% | 1% | -22% | 7 | 14% | -3%
CCCCn1c(SCC(=O)N2CCC(C)CC2)nc2cc(S(N)(=O)=O)ccc21
  ? | -7 | -5% | -2% | 7% | 28% | 20 | 4% | 6%
COc1ccc(CCn2c(N)cc(=O)[nH]c2=O)cc1OC
  -6 | -86* | -1% | 4% | -1% | 9% | -13 | -2% | -2%
CCCN(CC(=O)Nc1ccccc1C)C(=O)c1ccc(COc2ccccc2)cc1
  -5 | -19 | -23% | ? | -9% | 3% | 4 | -3% | -19%
CN(C)S(=O)(=O)c1cccc(NC(=S)N2CCCCC2CO)c1 (stereo not given)
  15 | 16 | 0% | -1% | -6% | 0% | 0 | 1% | -2%
OCCN(Cc1ccccc1)Cc1ccccc1F
  23 | ? | -6% | -23% | 8% | 19% | -28 | 1% | -2%
CCCCC(CC)CNC(=O)CCCn1c(=O)[nH]c2ccsc2c1=O (stereo not given)
  . | . | 0% | -16% | . | -1% | -4 | . | .
COc1cccc(NS(=O)(=O)Cc2ccccc2)c1
  -11 | 14 | 6% | ? | -5% | -3% | -1 | 0% | -2%
COc1cccc(CNC(=O)c2c(O)nc3ccccn3c2=O)c1
  . | . | -6% | 23µM* | . | 1% | 5 | . | .
CC(C)(CO)Nc1nc(Nc2ccccc2)nc(Nc2ccccc2)n1
  -2 | -8 | -25% | ? | -14% | 10% | 2 | 4% | -20%
Cc1ccc(OCC(=O)N2CCN(S(=O)(=O)c3ccc4c(c3)OCCO4)CC2)c(C)c1
  ? | -14 | 1% | 5% | -5% | 1% | -3 | -1% | -1%
NNC(=O)c1ccc(O)cc1O
  0 | 7 | ? | 1% | 6% | -14% | 8 | 0% | 2%
Cn1nc(-c2ccc(Cl)cc2)cc1NC(=O)CSCC(=O)O
  20 | 20 | 18% | 0% | 1% | 1% | 3 | -13% | 0%
CCOC(=O)c1cc(-c2ccccc2C)nn1Cc1cc(CC)no1
  -10 | -15 | -16% | -3% | ? | 6% | -4 | 0% | -4%
CC(C)(C)c1ccc(OCC(O)CN2CCOCC2)cc1 (stereo not given)
  25 | 1 | -2% | 12% | 1% | -5% | 6 | -1% | -1%
CCC(OC(=O)CN1C(=O)C(=O)c2ccccc21)C(=O)Nc1ccccc1OC (stereo not given)
  -3 | -15 | 6% | 5% | 0% | 10% | -8 | 0% | -25%
CN(C)c1ccc(C(c2ccc(N(C)C)cc2)c2ccc([N+](=O)[O-])cc2)cc1
  -50* | -20 | 5% | ? | -5% | 9% | -21 | 6% | 10%
CN(CC(=O)Nc1cccc(F)c1)C(=O)CN1c2cccc3cccc(c23)S1(=O)=O
  4 | -1 | 26% | -11% | -9% | 4% | 5 | -19% | -5%
O=C(CC1(O)C(=O)N(Cc2ccccc2Cl)c2ccccc21)c1ccco1 (stereo not given)
  35 | -7 | ? | ? | 1% | 3% | 0 | 18µM* | 3%
CCCCSCCCNC(=O)C1CCC(CNS(=O)(=O)c2ccccc2)CC1 (stereo not given)
  -1 | 2 | -26%&0% | ? | -2% | 2% | -6&-8 | 6% | -15%
C=CCN1C(=O)/C(=C/c2cccs2)S/C1=N\S(=O)(=O)c1ccc(F)cc1
  2 | 37 | 0% | -4% | 0% | 0% | 4 | -1% | -4%
CCN(CC)CC(=O)N1c2ccccc2Sc2ccccc21
  -6 | -16 | -8% | -1% | 0% | -4% | -7 | -10% | 0%
CCCNC(=O)c1ccc2nc(-c3ccccc3)c(-c3ccccc3)nc2c1
  ? | 3 | -1% | ? | 8% | -5% | 2 | -1%[9.22 µM] | 5%
CN1CCN(S(=O)(=O)c2cccc(C(=O)N(Cc3ccccc3)c3ccccc3)c2)CC1
  4 | 13 | -11% | ? | 1% | 4% | 1 | -1% | 1%
Cc1cccc2cc(C#N)c(SCC(=O)NCC3CCCO3)nc12 (stereo not given)
  30 | -30 | -3% | 9% | -1% | 0% | 2 | -1% | 2%
CN1CCN(C(=O)c2cnn(-c3ccccc3)c2NC(=O)c2ccccc2)CC1
  7 | 5 | 15% | 3% | 12% | 0% | 2 | -8% | 9%
CCN(CC)c1ccc(NC(=S)NC(=O)C2CCC2)cc1
  -14 | 1 | 3% | 5% | -2% | 21% | -5 | 1% | 2%
COc1cc(O)c(C(C)=O)c2c1C=CC(C)(C)O2
  32 | 22 | 0% | 18% | 4% | -5% | 4 | -39%[inhibitor] | 0%
CCOc1ccc(NC(=O)COc2ccc(-n3cnnn3)cc2)cc1
  10 | 5 | -6% | 17% | 2%[9.24 µM] | -2% | 6 | -32%[inhibitor] | 17%
Cc1ccccc1C(=O)O/N=C(\N)Cc1cccs1
  -61* | -8 | ? | -6% | ? | 15% | 1 | ? | 18µM*
Nc1c(C(=O)OCC(=O)Nc2cccc([N+](=O)[O-])c2)[nH]c(=O)[nH]c1=O
  15 | -24 | 16% | 22% | 8% | -8% | -5 | -2% | 22%
CCCCn1c(NCCO)nc2ccccc21
  -9 | -17 | ? | 12% | 2% | 0% | -3 | -5% | -8%
Cc1cc(C)c(C(=O)c2ccc(C(=O)N3CCCCC3)cc2)c(C)c1
  -1 | 7 | -3% | ? | 4% | 0% | 6 | 12% | -22%
CN1CCN(c2oc(-c3cccs3)nc2S(=O)(=O)c2ccccc2)CC1
  -13 | ? | -1% | 13µM* | 0% | 2% | -21 | 0% | -10%
CCCCn1c(SCC(=O)Nc2nnc(CC)s2)nc2c1c(=O)n(C)c(=O)n2C
  1 | 7 | 1% | 21µM* | ? | -10% | 11 | 14% | 2.8µM*
O=C(COc1ccc2c(c1)OCO2)Nc1nncs1
  7 | 7 | -10% | 4% | 0% | 4% | 5 | -5% | 0%
Cc1ccc(Cl)cc1NC(=O)c1cc(S(=O)(=O)N2CCCCCC2)cn1C
  . | . | 1% | 0% | . | 2% | -15 | . | .
Cc1ccc(C(=O)OCc2cc3ccccc3[nH]c2=O)cc1
  -12 | 4 | -7% | 10% | ? | 9% | 0 | -7% | -4%[9.24 µM]

A draw from above in order of molecular weight, largest number first:
Values run as follows: IL-1B inflam inh | DRD3 antagonist | KB-3-1 cytotox | KB-V1 cytotox | HT1080NT lethal | GLP-1R agonist | DRD3 agonist | SW480 rereplic | HT1080 IDH1KD tx
Cc1ccc(Cl)cc1NC(=O)c1cc(S(=O)(=O)N2CCCCCC2)cn1C
  . | . | 1% | 0% | . | 2% | -15 | . | .
Cc1ccccc1C(=O)O/N=C(\N)Cc1cccs1
  -61* | -8 | ? | -6% | ? | 15% | 1 | ? | 18µM*
COc1cc(O)c(C(C)=O)c2c1C=CC(C)(C)O2
  32 | 22 | 0% | 18% | 4% | -5% | 4 | -39%[inhibitor] | 0%

The list goes on:
Values run as follows: IL-1B inflam inh | DRD3 antagonist | KB-3-1 cytotox | KB-V1 cytotox | HT1080NT lethal | GLP-1R agonist | DRD3 agonist | SW480 rereplic | HT1080 IDH1KD tx
CCOC(=O)c1c(CN2CCOCC2)oc2ccc(OC(C)=O)cc12
  26 | 2 | 3% | -6% | -1% | 4% | 1 | -4% | -8%
CN(C)N1C(=O)/C(=C/c2ccco2)SC1=Nc1ccccc1
  -24 | 4 | 3% | -4% | 0% | 10% | -4 | -16% | -4%
COc1ccc(NC(=O)c2cccnc2SC)cc1S(=O)(=O)N1CCCCC1
  -1 | 5 | -14% | -17% | 12% | 11% | 4 | ? | 1%
C[N+](C)(C)CCCNC(=O)c1ccc(/C=N/O)nc1
  22 | 2 | -6% | -8% | 8% | -2% | -8 | -4% | 13%
COc1ccc(OC)c(NC(=O)c2cc(S(=O)(=O)N(C)C)ccc2N2CCCC2)c1
  2 | 9 | -2% | ? | -6% | 10% | 2 | 7% | 2%
C=CCc1ccc(OCC(O)CN2CCCCC2)c(OC)c1 (stereo not given)
  -12 | -17 | 6% | 8% | -4% | -8% | 1 | -1% | 0%
O=C(COC(=O)c1cccc(O)c1)Nc1ccc(OC(F)F)cc1
  -7 | 15 | 3% | -3% | -6% | 4% | -6 | 1% | -1%
CCOC(=O)c1sc(=NC(=O)/C=C/c2cccs2)n(C)c1C
  26 | 0 | ? | 0% | 1% | 4% | 1 | 1% | -2%
CCOCCCN1CC(C(=O)NCCc2ccc(C)cc2)CC1=O (stereo not given)
  8 | -16 | 30% | 1% | -9% | -20% | 0 | 4% | 1%
CCOC(=O)CSC1=C(C#N)C(c2ccccc2OC)CC(=O)N1 (stereo not given)
  41 | -23 | ? | ? | ? | 1% | -6 | 18µM* | 18µM*
Cc1ccc(NC(=O)c2ccc(NS(=O)(=O)/C=C/c3ccccc3)cc2)nc1
  ? | -8 | 4% | 2% | 10% | 4% | -1 | 7% | -7%
CCOc1cccnc1Sc1ccccc1
  -19 | -4 | ? | 0% | 3% | 3% | -2 | -10% | -1%
C=C(C)CC1N(c2cccc(OC)c2)C(=O)[C@@H]2C(C(=O)O)[C@H]3C=C[C@@]12O3 (stereo not given in full)
  11 | -13 | -14% | 7% | -2% | -11% | -3 | -2% | -1%
CN(C)/C=C1\Cc2ccccc2C1=O
  -3 | 3 | 15% | -5% | 3% | -1% | -2 | -14% | -6%
COc1cccc(C(=O)OCC(=O)NCCC2=CCCCC2)c1
  16 | -15 | -6% | -27% | 4% | 6% | 1 | 2% | 1%
